TDP43 rescue = TDP-43 toxicity inhibition in yeast; AID 652104; Potency, µM (highest dose often 46.1 µM), for the others: at the top dose growth rescue (activation), usual class: activators; 1.8% of 410,000 active; TDP-43 expressing yeast growth rescue, BacTiter-Glo, 24 h; note: % of control where 0% means no effect; nearly all actives have a fitted effect of over 50% in size
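Cell-based yeast growth screen: TDP-43 expression induced in galactose, inoculum OD600=0.02 after raffinose pregrowth to mid-log. Read-out BacTiter-Glo luminescence at 24 hr, 30 deg C; inhibition of toxicity seen as signal increase.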
EPAC2 antagonist = blocks human EPAC2 exchange factor; 0.18% of 360,000 active; Potency, µM (doses to about 114 µM), for the others: top-dose activity, negative = inhibition, usual class: inhibitors; AID 720708; EPAC2 GEF exchange of Rap1B-BODIPY-GDP, fluorescence; Q8WZA2; note: % is set by controls: 0 for no effect and ±100 for the full control effect; nearly all actives have a fitted effect of over 45% in size; many of its hits are not listed in these tables
aSyn rescue = inhibitors of alpha-synuclein toxicity in yeast | Potency, µM (highest dose often 46.1 µM), for inactives: at the top dose growth rescue (activation), hits mostly activators | 0.14% of 370,000 active | Yeast expressing alpha-synuclein, growth rescue, BacTiter-Glo, 24 h; note: % of control where 0% means no effect; nearly all actives have a fitted effect of over 65% in size
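Screening used galactose-induced yeast with toxic alpha-synuclein levels, exposed to compound for 24 hr at 30 deg C. Cell growth, read with BacTiter-Glo luminescence, gave the measured signal.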
EPAC1 agonist = activates human EPAC1 exchange factor. 0.073% of 360,000 active. EPAC1 agonist qHTS, biochemical assay; response scale: 100% = response to 6.5 mM cAMP. O95398. Potency, µM (highest dose often 154 µM), inactives show at the top dose activation, actives largely listed as activators; note: nearly all actives have a fitted effect of over 60% in size
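Nucleotide exchange by EPAC1 (100 nM) on Rap1B–BODIPY-GDP (250 nM) in the presence of 50 uM GDP is tracked fluorescently at 480/540 nm over 30 min. Signals are normalized to a 6.5 mM cAMP control.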
FUS suppressor = suppressors of FUS proteinopathy in yeast; S. cerevisiae FUS-expressing, growth rescue, OD600, 24 h; Potency, µM (top dose mostly 76.6 µM), without a hit: at the top dose growth rescue (activation), usual class: activators; 0.24% of 390,000 active; AID 1347120;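 note: plate controls were DMSO vehicle for no effect and reference control for full effect; nearly all actives have a fitted effect of over 55% in size; some results filed as inactive show a strong effect at the top dose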
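Read-out: OD at 600 nm after 24hr at 30C, reporting rescue of FUS-induced yeast toxicity. Cells at OD 0.005 in galactose (2%) minimal medium; compounds tested in a dilution series; CP55940 titration from 92uM final as control.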
EPAC2 agonist = agonists of human EPAC2 (RAPGEF4); 0.079% of 360,000 active; EPAC2 activation, biochemical qHTS; response scale: 100% = 6.5 mM cAMP response; Potency, µM (doses to about 154 µM), for the others: at the highest dose activation, usual class: activators; Q8WZA2; note: nearly all actives have a fitted effect of over 50% in size
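Nucleotide exchange monitored as fluorescence drop when BODIPY-GDP leaves Rap1B. Reaction: 100 nM EPAC2, 250 nM RAP1B-BODIPY-GDP, 50 uM GDP, room temperature, kinetic read over 30 min. Activity expressed relative to 6.5 mM cAMP.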
EPAC1 antagonist = EPAC1 (human) antagonism; Potency, µM (series often up to 115 µM), for inactives: at the highest dose activity change, negative = inhibition, actives largely listed as inhibitors; EPAC1 GEF assay, Rap1b-BODIPY-GDP exchange fluorescence; 0.14% of 360,000 active; O95398;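 note: plate controls were vehicle for no effect and positive control for full effect; nearly all actives have a fitted effect of over 50% in size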
PTHR1 ag = activates the human parathyroid hormone receptor PTHR1. 0.075% of 410,000 active. Potency, µM (series often up to 115 µM), without a hit: at the top dose activation, actives largely listed as activators. HEK293 GP2 PTHR1 cells, GloSensor cAMP luminescence, 1 h; note: nearly all actives have a fitted effect of over 55% in size; some results filed as inactive show a strong effect at the top dose; inactives centre near -15; many of its hits are not listed in these tables
Target sequence (Q03431 whole entry, looked up): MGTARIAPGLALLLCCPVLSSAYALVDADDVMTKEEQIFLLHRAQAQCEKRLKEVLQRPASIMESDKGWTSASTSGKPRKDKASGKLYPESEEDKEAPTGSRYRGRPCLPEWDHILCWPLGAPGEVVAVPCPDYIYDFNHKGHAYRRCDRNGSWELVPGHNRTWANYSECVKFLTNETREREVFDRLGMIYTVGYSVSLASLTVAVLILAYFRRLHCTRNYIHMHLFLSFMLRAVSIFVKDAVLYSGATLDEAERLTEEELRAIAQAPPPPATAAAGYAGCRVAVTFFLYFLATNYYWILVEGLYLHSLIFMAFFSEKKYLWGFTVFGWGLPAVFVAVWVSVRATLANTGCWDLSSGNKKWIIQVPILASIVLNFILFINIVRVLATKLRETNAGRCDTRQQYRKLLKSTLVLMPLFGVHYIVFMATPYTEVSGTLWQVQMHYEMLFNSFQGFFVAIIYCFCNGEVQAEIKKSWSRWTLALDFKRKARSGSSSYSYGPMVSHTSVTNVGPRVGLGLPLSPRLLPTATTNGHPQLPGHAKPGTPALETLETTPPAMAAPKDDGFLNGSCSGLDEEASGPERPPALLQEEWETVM
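HEK-293-derived GP2 cells expressing PTHR1 and a GloSensor cAMP reporter, 3,000/well, plated overnight, given luciferin plus IBMX (each 0.5 mM as added) for 1 h at 37 °C, then compound for 1 h at 37 °C. Luminescence was read after 15 min at room temperature.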
* = called active by the depositor; i = inactive; ? = inconclusive; / = no result given; [ ] = remark or other dose. Calls come from the whole dose curve; as a rule, active = well fitted curve in the direction sought with a large enough effect; inconclusive = small, poorly fitted or top-dose-only effect, or another doubt; inactive = no such curve, though single readings can be large; an effect the other way counts as inactive or inconclusive. Potency is the fitted concentration of half-maximal effect. These rows are one share of the data; count on the stated rates, not on these rows.

A first look (six entries):
compound,TDP43 rescue,EPAC2 antagonist,aSyn rescue,EPAC1 agonist,FUS suppressor,EPAC2 agonist,EPAC1 antagonist,PTHR1 ag
Cc1cc(C)cc(OCc2nnc(SCC(=O)c3ccc(Br)cc3)o2)c1,8%,-1%,11%,4%,17%,14%,-17%,i
Cc1ccc(/C=N/NC(=O)c2ccccc2OCc2cccc(Br)c2)o1,9%[9.22 µM],-9%,2%,1%,11%,9%,-11%,-31%[inhibitor]
COc1ccc(/C=C2/C(=O)N(CC3CCCO3)C(=S)N2C)c(OC)c1 (centres undefined),-18%,451%[activator],1%,-285%[inhibitor],5%,/,50µM*,i
COCCn1nnnc1C(c1cccc(OC)c1OC)N1CCN(C(=O)c2ccco2)CC1 (centres undefined),-11%,9%,-2%,5%,15%,-2%,16%,-15%
CN(C)/C=C(/C(=O)c1ccc(Cl)cc1Cl)S(=O)(=O)c1ccccc1,1%,4%,0%,4%,24%,3%,-15%,-6%[57.5 µM]
CCC(C)(C)NC(=O)c1cccc(NC(=O)C(C)C)c1,7%,-2%,-3%,5%,10%,3%,-2%,i

This part in full, from the first entry:
compound,TDP43 rescue,EPAC2 antagonist,aSyn rescue,EPAC1 agonist,FUS suppressor,EPAC2 agonist,EPAC1 antagonist,PTHR1 ag
Cc1cc(C)cc(OCc2nnc(SCC(=O)c3ccc(Br)cc3)o2)c1,8%,-1%,11%,4%,17%,14%,-17%,i
Cc1ccc(/C=N/NC(=O)c2ccccc2OCc2cccc(Br)c2)o1,9%[9.22 µM],-9%,2%,1%,11%,9%,-11%,-31%[inhibitor]
COc1ccc(/C=C2/C(=O)N(CC3CCCO3)C(=S)N2C)c(OC)c1 (centres undefined),-18%,451%[activator],1%,-285%[inhibitor],5%,/,50µM*,i
COCCn1nnnc1C(c1cccc(OC)c1OC)N1CCN(C(=O)c2ccco2)CC1 (centres undefined),-11%,9%,-2%,5%,15%,-2%,16%,-15%
CN(C)/C=C(/C(=O)c1ccc(Cl)cc1Cl)S(=O)(=O)c1ccccc1,1%,4%,0%,4%,24%,3%,-15%,-6%[57.5 µM]
CCC(C)(C)NC(=O)c1cccc(NC(=O)C(C)C)c1,7%,-2%,-3%,5%,10%,3%,-2%,i
COc1ccc(CNC(=O)CCCn2nc(C)c([N+](=O)[O-])c2C)cc1,22%,-2%,-3%,4%,/,2%,0%,i
CC1CCC2C(=O)N(c3ccc(Cc4ccncc4)cc3)C(=O)C2C1 (centres undefined),0%,20%,-3%,6%,15%,6%,-8%,-37%[inhibitor]
Cc1ccccc1NS(=O)(=O)c1ccc(C(=O)N2CC(C)OC(C)C2)cc1 (centres undefined),4%,-5%,0%,-5%,0%,8%,-4%,i
Cc1noc(C)c1NC(=O)Nc1cccc2c1O[C@@H](CN(C)Cc1ccc3c(c1)OCO3)[C@@H](C)CN([C@H](C)CO)C2=O,-14%,-3%,-1%,-9%,-9%,-1%,-14%,-11%
O=C(Nc1nsc(-c2ccccc2)n1)c1ccncc1,8%,21%,-13%,4%,-19%,-6%,3%,-5%[57.5 µM]
O=C(COC(=O)c1cc2ccccc2oc1=O)Nc1cccc(S(=O)(=O)N2CCCCCC2)c1,-7%,-5%,-8%,9%,-19%,7%,0%,-46%[inhibitor]

Part of the list above, with two lines to a compound.
Every second line gives: TDP43 rescue	EPAC2 antagonist	aSyn rescue	EPAC1 agonist	FUS suppressor	EPAC2 agonist	EPAC1 antagonist	PTHR1 ag
- Cc1cc(C)cc(OCc2nnc(SCC(=O)c3ccc(Br)cc3)o2)c1
 : 8%	-1%	11%	4%	17%	14%	-17%	i
- O=C(COC(=O)c1cc2ccccc2oc1=O)Nc1cccc(S(=O)(=O)N2CCCCCC2)c1
 : -7%	-5%	-8%	9%	-19%	7%	0%	-46%[inhibitor]

The main list resumes with the 2 entries that preceded the break.
compound,TDP43 rescue,EPAC2 antagonist,aSyn rescue,EPAC1 agonist,FUS suppressor,EPAC2 agonist,EPAC1 antagonist,PTHR1 ag
O=C(Nc1nsc(-c2ccccc2)n1)c1ccncc1,8%,21%,-13%,4%,-19%,-6%,3%,-5%[57.5 µM]
O=C(COC(=O)c1cc2ccccc2oc1=O)Nc1cccc(S(=O)(=O)N2CCCCCC2)c1,-7%,-5%,-8%,9%,-19%,7%,0%,-46%[inhibitor]
CCOC(=O)c1c(C)[nH]c(C)c1C(=O)CSc1nc(N)cc(=O)[nH]1,?,0%,-6%,1%,8%,14%,7%,i
Cc1nnc(NC(=O)CSc2nnc(CC(=O)Nc3ccccc3C)n2C)s1,-7%,-2%,-4%,0%,16%,5%,5%,7%
Cc1cc(C(=O)OCC(=O)NC2CCCCC2)c(C)o1,-5%,-4%,0%,-2%,10%,0%,-10%,-25%[57.5 µM]
CCn1c(SC(C)C(=O)NC2CCCC2)nc2cc(S(N)(=O)=O)ccc21 (centres undefined),7%,3%,-4%,-2%,-8%,5%,-12%,13%
COc1ccc(C(c2nnnn2C2CCCC2)N2CCC(C(N)=O)CC2)c(OC)c1 (centres undefined),4%,7%,0%,2%,-6%,4%,10%,i
Cc1ccc(S(=O)(=O)NCC(=O)N(CC(=O)NCC2CCCO2)Cc2ccc(Cl)cc2)cc1 (centres undefined),6%,11%,1%,-3%,10%,0%,-2%,i
CC(=O)C1=C(O)C(=O)N(c2ccc(O)cc2)C1c1ccc(C)cc1 (centres undefined),-14%[1.82 µM],8%,-7%,-5%,17%,1%,-3%,-12%
Cc1cnc(NC(=O)c2ccc3c(c2)C(=O)N(Cc2ccco2)C3=O)s1,-5%,6%,-11%,-5%,45%,-9%,-1%,-71%[inhibitor][57.5 µM]
CCOC(=O)c1c2n(c3c(NCc4ccccc4)ncnc13)CCCC2,-12%,-2%,-5%,2%,-2%,5%,6%,?
O=C1C(Cl)=C(N2CCCCCC2)C(=O)N1c1ccc(Cl)cc1,20%,7%,-1%,24%,21%,24%,-5%,-36%[inhibitor]
C=CCc1cc(OC)ccc1OCCOCCC(C(=O)OCC)C(=O)OCC,-19%,4%,10%,-6%,/,-1%,-8%,i
O=C(Nc1c[nH]c(=O)[nH]c1=O)c1cccc([N+](=O)[O-])c1,-7%,-9%,-5%,7%,?,5%,-7%,i
CC1CCCN(CCCOc2ccc(Cl)cc2Br)C1 (centres undefined),-11%,-2%,10%,-2%,/,-5%,-2%,i
Cc1onc(-c2ccccc2)c1C(=O)N1CCN(Cc2ccccc2)CC1,0%,15%,-1%,-19%,4%,1%,-3%,-11%
C=CCNC(=O)c1ccccc1NC(=O)C1CCN(S(=O)(=O)c2ccc(SC)cc2)CC1,3%,-6%,7%,9%,29%,6%,-8%,0%
COc1ccc(-n2c(SCC(=O)NCC3CCCO3)nc3c(c2=O)SCC3)cc1 (centres undefined),11%,-2%,-5%,2%,?,4%,0%,i
COc1ccc(CCNC(=O)CC2SC(=NCc3ccccc3OC)NC2=O)cc1 (centres undefined),-17%,-2%,-4%,-14%,6%,-4%,-12%,?
CCOC(=O)c1sc2nc(CN3CCN(c4cccc(C(F)(F)F)c4)CC3)[nH]c(=O)c2c1C,-30%[inhibitor],10%,-2%,-2%,31%,5%,2%,11%
CCc1ccnc(NC(=O)Nc2ccc(OCc3ccccc3)cc2)c1,-14%,8%,0%,-2%,18%,4%,5%,-14%
O=C(c1ccccc1F)N1CCN(c2ccccc2F)CC1,?,-3%,-5%,2%,-1%,5%,1%,i
COc1nnc(-c2ccc(C)c(S(N)(=O)=O)c2)c2ccccc12,5%,5%,-6%,-7%,-22%,1%,-4%,i
COc1ccccc1N1CCN(C(=O)Nc2ccc([N+](=O)[O-])cc2)CC1,14µM*,-7%,6%,7%,5%,23%,-8%,i
Cc1ccc(C(C2=C(O)CC(C)(C)CC2=O)C2C(=O)CC(C)(C)CC2=O)o1 (centres undefined),11%,4%,9%,-13%,18%,0%,-5%,-6%[57.5 µM]
COC(=O)COc1ccc(S(=O)(=O)N2CCCCCC2)cc1,8%,5%,5%,7%,4%,6%,-5%,i
CSc1ncccc1C(=O)NCC12CC3CC(CC(C3)C1)C2,-2%,-6%,-10%,11%,14%,-1%,9%,-18%
c1ccc(CN=C2Nc3ccccc3CS2)nc1,-17%,-2%,-7%,13%,8%,8%,4%,-8%
Cc1cc(C)nc(N2C(=O)CC(Cc3ccc(Cl)cc3)C2=O)n1 (centres undefined),-2%,-5%,-1%,-2%,-7%,12%,13%,-49%[inhibitor]
COCCNc1nc(Nc2ccc(Cl)cc2F)c2sccc2n1,34%,?,-13%,-3%,-17%,14%,-8%,-16%
COCCNc1nc(NCc2cccc(OC)c2)c2sc(-c3ccccc3)cc2n1,-7%,16%,2%,-5%,-10%,10%,-4%,?
Cc1ccc(CCNC(=O)CCS(=O)(=O)Cc2ccc(C)cc2)cc1,0%,10%,5%,3%,-18%,7%,14%,-21%
Cc1ccnc(NC(=O)c2cccc(S(=O)(=O)N3CCN(c4ccccc4)CC3)c2)c1,-4%,-2%,-6%,19%,16%,11%,-14%,-21%
COc1cc(OC)c2c(-c3cccc(-c4ccc(C#N)cc4)c3)cc(=O)oc2c1,7%,-1%,0%,-1%,-26%,11%,4%,i
CC(=O)Nc1cc(C(=O)OC(C(=O)c2ccccc2)c2ccccc2)ccc1C (centres undefined),-8%,-21%,6%,-12%,/,20%,-31%,-63%[inhibitor]
OC(c1ccc(Cl)cc1)C(O)c1nc2ccccc2[nH]1 (centres undefined),-8%,2%,6%,-2%,17%,1%,-3%,i
COc1ccc(CC(=O)NCc2ccccc2)cc1S(=O)(=O)N1CCOCC1,0%,11%,2%,1%,14%,-1%,2%,-2%[57.5 µM]
CCOc1cccc(/C=N/N=C/c2cccc(OCC)c2O)c1O,-10%,14%,-1%,-5%,-8%,6%,-4%,i
CN1CCN(C=NC2=NN(c3cccc(C(F)(F)F)c3)CC2)CC1,6%,9%,-6%,-11%,/,-6%,-20%,1%
O=c1[nH]c(/C=C\c2cccc(Cl)c2)nc(O)c1[N+](=O)[O-],19%,-23%,16%,-6%,-24%,-2%,?,i
O=[N+]([O-])c1ccc(O)c(/C=N/n2cnc3ccccc32)c1,29%,3%,-15%,-7%,/,1%,1%,-43%[inhibitor]

High-throughput results as filed in PubChem BioAssay.
